TexasRed fluor – Texas Red fluorescence interference in TRb-SRC2 counter-screen; TRb/SRC2 Texas Red total fluorescence interference; Potency, µM (doses to about 106 µM), for inactives: at the highest dose fluorescence change, negative = quenching; 280,000 tested, 0.29% active; AID 1479; active = well fitted curve in either direction with a large enough effect; inconclusive = small, poorly fitted or top-dose-only effect; note: % is set by controls: 0 for no effect and ±100 for the full control effect
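Human TRb ligand-binding domain at 0.6 uM with 20 nM Texas Red SRC2 peptide in Tris buffer containing 1 uM T3 and 5% DMSO, incubated with compound 5 h at ambient temperature. Total fluorescence (555/632 nm) calculated as parallel + 2 × perpendicular.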
KDM4E inh – blocks human JMJD2E demethylase activity; Potency, µM (top dose mostly 57.1 µM), without a hit: at the top dose activity change, negative = inhibition, usual class: inhibitors; JMJD2E catalytic domain, FDH-coupled NADH fluorescence (FDH is formaldehyde dehydrogenase); B2RXH2; AID 2147; 230,000 tested, 1.6% active; active = well fitted inhibition curve with a large enough effect, not every such curve was filed as active; inconclusive = small, poorly fitted or top-dose-only effect, or another doubt; inactive = no such curve, though single readings can be large or run the other way;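 note: 0% = wells with enzyme and -100% = buffer wells without enzyme; nearly all actives have a fitted effect of over 50% in size; many of its hits are not listed in these tables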
Target sequence (B2RXH2 1-337 limits assumed): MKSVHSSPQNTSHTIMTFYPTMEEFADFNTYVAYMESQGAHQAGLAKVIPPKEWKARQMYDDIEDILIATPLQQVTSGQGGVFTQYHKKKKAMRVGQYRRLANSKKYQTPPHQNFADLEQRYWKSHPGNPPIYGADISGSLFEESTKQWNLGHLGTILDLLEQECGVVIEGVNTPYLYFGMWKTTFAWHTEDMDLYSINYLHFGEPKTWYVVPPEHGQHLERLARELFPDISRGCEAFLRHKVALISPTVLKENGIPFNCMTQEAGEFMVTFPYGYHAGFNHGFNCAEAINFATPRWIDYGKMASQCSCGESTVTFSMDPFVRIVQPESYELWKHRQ
TRb SRC2 PPI – disrupts binding of human TR beta to SRC2; P10828; TRbeta-SRC2 peptide binding, fluorescence polarization; receptor liganded with 1 µM T3; Potency, µM (highest dose often 106 µM), inactives show at the top dose activity change, negative = inhibition, actives largely listed as inhibitors; 280,000 tested, 0.065% active; AID 1469;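 note: plate controls were bound peptide for no effect and peptide without receptor for full effect; nearly all actives have a fitted effect of over 50% in size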
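Fluorescence polarization of 20 nM Texas Red SRC2 peptide (20-aa NR interaction domain) bound to 0.6 uM human TRb ligand-binding domain, with 1 uM T3, after 5 hr at ambient temperature; inhibition seen as decreased polarization.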
RECQ1 inh – inhibitors of human RECQ1 DNA helicase. P46063. 240,000 tested, 0.54% active. AID 2549. RECQ1 DNA unwinding, red fluorescence kinetic read. Potency, µM (titrated, usually from 57.3 µM), without a hit: top-dose activity, negative = inhibition, hits mostly inhibitors;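 note: plate controls were vehicle for no effect and no enzyme for full effect; nearly all actives have a fitted effect of over 30% in size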
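RECQ1T1 50 nM; forked duplex (20 bp + 30-nt ss tails) 200 nM, ATP 2 mM final; pH 8.0, 2 mM MgCl2, 2.5 ug/ml poly(dI-dC); 15 min compound preincubation; discontinuous kinetic read over 2 h at RT.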
ALDH1A1 block – blocks purified human ALDH1A1 activity | P00352 | Purified ALDH1A1, NADH fluorescence, propionaldehyde substrate | Potency, µM (highest dose often 75.3 µM), without a hit: at the highest dose activity, negative = inhibition, hits mostly inhibitors | 220,000 tested, 7.3% active | AID 1030; active = well fitted inhibition curve with a large enough effect, not every such curve was filed as active; inconclusive = small, poorly fitted or top-dose-only effect, or another doubt; inactive = no such curve, though single readings can be large or run the other way;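 note: plate controls were no enzyme wells and a reference inhibitor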
Target sequence (P00352 whole entry, looked up): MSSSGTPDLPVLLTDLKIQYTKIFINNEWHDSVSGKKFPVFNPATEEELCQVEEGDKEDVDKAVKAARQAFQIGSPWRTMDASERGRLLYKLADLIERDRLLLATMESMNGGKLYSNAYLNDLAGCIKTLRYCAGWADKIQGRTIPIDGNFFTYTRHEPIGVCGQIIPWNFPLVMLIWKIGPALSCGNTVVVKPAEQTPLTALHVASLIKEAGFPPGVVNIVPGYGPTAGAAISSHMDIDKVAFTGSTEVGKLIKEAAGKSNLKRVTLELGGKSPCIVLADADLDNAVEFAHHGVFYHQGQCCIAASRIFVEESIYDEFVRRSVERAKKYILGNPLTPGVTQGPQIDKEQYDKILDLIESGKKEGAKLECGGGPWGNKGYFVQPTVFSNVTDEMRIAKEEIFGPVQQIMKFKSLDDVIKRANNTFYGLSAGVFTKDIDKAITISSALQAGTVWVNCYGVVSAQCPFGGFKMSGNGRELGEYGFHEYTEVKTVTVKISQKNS
RGS12 GoLoco inh – inhibitors of human Gai1-RGS12 GoLoco interaction (red fluorophore); P63096; Potency, µM (series often up to 61.6 µM), for the others: top-dose activity, negative = inhibition, usual class: inhibitors; Gai1:RGS12 GoLoco peptide FP, rhodamine, 10 min; 230,000 tested, 0.44% active; AID 880; active = well fitted inhibition curve with a large enough effect, not every such curve was filed as active; inactive = no such curve, though single readings can be large or run the other way; note: % is set by controls: 0 for no effect and ±100 for the full control effect; nearly all actives have a fitted effect of over 30% in size; many of its hits are not listed in these tables
SMN2 splice up – enhancers of SMN2 splice variant expression; HEK293 SMN2-luciferase splicing reporter, luminescence, 30-36 h; Potency, µM (series often up to 46.1 µM), for inactives: at the top dose activity change, positive = activation, usual class: activators; 210,000 tested, 2.8% active; note: % of control where 0% means no effect; nearly all actives have a fitted effect of over 55% in size
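HEK293 cells carry an SMN2 […]–luciferase reporter in which exon 7 inclusion puts luciferase in frame. Cells were plated 10-12 h before compound addition, then incubated 30-36 h at 37C. ONE-Glo luminescence was read; sodium butyrate at 4.5 mM final served as control.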
LMNA splice mod – changes lamin A minigene splicing in HeLa cells; 200,000 tested, 0.01% active; AID 1487; HeLa LMNA splicing GFP/RFP minigene ratio, 48 h; Potency, µM (top dose mostly 46.1 µM), for the others: top-dose ratio change, negative = inhibition, hits mostly inhibitors; active = well fitted inhibition curve with a large enough effect in the signal ratio, with a control signal flat, not every such curve was filed as active; inconclusive = small, poorly fitted or top-dose-only effect, or effect the other way, or a change in a side signal; the % refers to the signal ratio; note: % is set by controls: 0 for no effect and ±100 for the full control effect
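S3 HeLa cells stably expressing lamin A-EGFP splicing minigene plus DsRed2, 600 cells/well, 48 h compound exposure at 37C. Laser-scanning cytometry; analysed as GFP (500-530 nm)/RFP (575-640 nm) total intensity ratio; 0.5% DMSO vehicle.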
Numbers without * were called inactive; i = inactive; ? = inconclusive; . = not tested or not shown; & = joins results of further samples; [ ] = dose if it differs, or a comment. Unless noted, calls come from the whole dose curve; as a rule, active = well fitted curve in the direction sought with a large enough effect; inconclusive = small, poorly fitted or top-dose-only effect, or another doubt; inactive = no such curve, though single readings can be large; an effect the other way counts as inactive or inconclusive. Potency is the fitted concentration of half-maximal effect. These rows are one share of the data, so the mix of outcomes need not match the whole.

SMILES	TexasRed fluor	KDM4E inh	TRb SRC2 PPI	RECQ1 inh	ALDH1A1 block	RGS12 GoLoco inh	SMN2 splice up	LMNA splice mod
CCOc1ccc(-n2c(=S)sc3c(=O)[nH]c(SCC(=O)NCC4CCCO4)nc32)cc1 (stereo not drawn)	4%	6%	-3%	-6%	-1%	26%	-6%	8%
Cc1nn2c(SCC(=O)c3cccs3)cc(C(C)(C)C)nc2c1-c1ccccc1	4%	28%	-1%	-12%	-2%	0%	2%	-5%
CCC(=O)OC1CSc2nc3ccccc3n2C1 (stereo not drawn)	0%	-1%	6%	-3%	-12%	-1%	2%	?
CC(NC(=O)COc1ccc(/C=N/NS(=O)(=O)c2ccccc2)cc1)c1ccccc1 (stereo not drawn)	-2%	3%	-2%	i	-4%	.	.	?
COc1ccc(CN(CC2CCC(C(=O)O)CC2)C(=S)Nc2cccc(C)c2)cc1 (stereo not drawn)	-4%	2%	6%	-2%	?	2%	-15%	13%[46 µM]
COC(=O)c1c(N)sc2c1CC(C)(C)OC2	-1%	9%	-5%	i	?	2%	3%	3%[46 µM]
COc1cc(C2C(C#N)=C(N)Oc3n[nH]c(-c4ccccn4)c32)cc(OC)c1OC (stereo not drawn)	2%	-8%	2%	i	-1%	8%	24%	-9%
CC(C)(C)c1ccc(OC2=CS(=O)(=O)c3ccccc32)cc1	-2%	?	-3%	-8%	-3%	4%	-19%	-23%
CCc1nnc(NC(=O)CSc2nnc(-c3ccoc3C)n2CC(C)C)s1	-14%	-2%	-4%	7%	-14%	5%	2%	15%
Cc1nn(Cc2ccc([N+](=O)[O-])cc2)c(=O)n1-c1ccc(F)cc1	-1%	1%	-1%	-3%	7%	-10%	-8%	0%
Brc1ccccc1OCCCCCN1CCCC1	1%	-18%	-25%	i	-1%	11%	20%	-1%[0.0737 µM]
CC(=O)Cc1nsc(NC(=O)c2cccc(F)c2)n1	0%	15%	-2%	5%	-5%	5%	17%	.
COC(=O)c1ccc(N2CCN(C)CC2)c(NC(=O)COc2ccc(OC)cc2)c1	-1%	?	-13%	i	?	-1%	-10%	-8%
O=C1CC(=O)CC(c2ccccc2Cl)C1	0%	1%	-8%	?	-1%	2%	3%	-6%
CCCc1nc2ccc(NC(=O)NCCC(=O)OCC)cc2c(=O)n1Cc1cccc(Cl)c1	-3%	20%	-2%	-10%	5%	10%	-6%	1%
CC(=O)c1c(C)[nH]c(C(=O)NCc2ccco2)c1C	-4%	-4%	6%	0%	4%	0%	-7%	7%[46 µM]
COc1ccccc1NC(=O)C(=O)N/N=C/c1cccs1	1%	-1%	3%	3%	-9%	4%	10%[1.84 µM]	-13%
CC(C)CCNC(=O)CSc1nnc(-c2ccc(S(=O)(=O)N3CCCC3)cc2)n1C	0%	?	-6%	12%	?	4%	-16%	17%
Cc1cccc(CSc2nnc(CCNC(=O)OC(C)(C)C)o2)c1	0%	1%	3%	-3%	.	-11%	.	.
O=C(NCc1ccc2c(c1)OCO2)c1cccc(S(=O)(=O)N2CCOCC2)c1	-1%	3%	-5%	-8%	6%	-5%	-10%	-6%
CC1(C)C([N+](=O)[O-])C(c2ccc(F)cc2)NC(c2ccc(F)cc2)C1[N+](=O)[O-] (stereo not drawn)	-1%	5%	0%	-14%	.	2%	.	.
CCc1cccc2c(C=C(C#N)C#N)cn(CC(=O)N3CCCCCC3)c12	-6%	-2%	0%	-7%	-1%	9%	11%	9%
Cc1cccc2nc(Cn3c(=O)n(CCC(=O)NCc4ccco4)c(=O)c4sccc43)cc(=O)n12	-5%	-29%	-7%	-9%	?	8%	6%	8%
Cc1ccc(S(=O)(=O)/N=C(\CN2CCOCC2)N2CCOCC2)cc1	1%	3%	-2%	3%	4%	4%	-9%	1%
Cn1c(CN2CCCC2)nc2cc(NC(=O)Nc3ccccc3)ccc21	2%	4%	1%	?	-7%	6%	?	3%
O=C(NCc1ccco1)c1cnc2ccccn2c1=O	-1%	?	7%	-13%	?	-5%	-1%	?
CCOC(=O)C1CCN(C(=S)NC2CC3C=CC2C3)CC1 (stereo not drawn)	-3%	-1%	0%	10%	0%	6%	.	.
CSc1nc2ccc(N3C(=O)C4CCCCC4C3=O)cc2s1 (stereo not drawn)	-4%	5%	4%	-4%	-8%	-4%	-8%	5%
COc1ccccc1/C=C\C=N\NC(=O)CCn1nnc2ccccc21	1%	-4%	3%	-1%	?	24%	10%	9%
c1cc2c3c(c1)ccc1cccc(c13)C2	-1%	.	-2%	-6%	-5%	9%	-4%	.
O=S(=O)(c1ccc(Nc2ccc(-c3ccc4c(c3)OCCO4)nn2)cc1)N1CCCC1	3%	?	-11%	i	?	-4%	5%	-18%
COC(=O)Cc1ccc(NC(=O)c2ccc(C(C)(C)C)cc2)cc1	-6%	-2%	-1%	-12%	0%	1%	-87%[inhibitor]	?
O=C(O)c1ccccc1NCCO	-3%	?	5%	-17%	?	0%	-10%	?
Nc1nnnn1CC(=O)N/N=C/c1ccc(-c2cccc(Cl)c2)o1	0%	?	4%	-19%	?	9%	8%	?
Cc1ccc2c(c1)C1CN(C)CCC1N2C(=O)COc1ccc(N(C)C(=O)c2ccccc2)cc1 (stereo not drawn)	-2%	1%	2%	11%	-5%	10%	-8%	-5%[46 µM]
CS(=O)(=O)c1ccc(Cl)c(NC(=O)c2cccc(Br)c2)c1	-1%	10%	7%	-20%	-11%	4%	-11%	-7%
CCCCCN(C(=O)NC(=O)Nc1ccc(C)cc1C)S(C)(=O)=O	-1%	-2%	7%	-1%	4%	12%	?	?
CC(Sc1nnc(-c2ccc(C(C)(C)C)cc2)n1C)C(N)=O (stereo not drawn)	1%	10%	-1%	i	?	-9%	-26%	1%
COc1cc(C(=O)N2CCN=C2c2ccccc2)cc(OC)c1OC	1%	-25%	?	-10%	-1%	-1%	0%	6%
CN(C)c1nc2n(c(=O)n1)C(C#N)CS2 (stereo not drawn)	-5%	2%	-11%	-10%	-6%	-10%	-4%	-1%
Cc1ccc2[nH]c(=O)c(C(c3nnnn3C(C)(C)C)N(Cc3ccco3)CC3CCCO3)cc2c1 (stereo not drawn)	0%	?	-10%	i	-5%	-4%	-16%	9%
COC(=O)c1ccc(CN2CCN(CCCc3ccccc3)C(CCO)C2)cc1 (stereo not drawn)	-3%	6%	-15%	-4%	0%	4%	.	.
O=C(NC1CCCC1)c1cnn2c(C(F)(F)F)cc(-c3ccc4c(c3)OCO4)nc12	-3%	3%	5%	i	-3%	1%	-3%	-1%
CCOc1ccc(N2C(=O)/C(=C/c3ccccc3)N=C2SC)cc1	-1%	?	-4%	-10%	2%	16%	-11%	.
CCOC(=O)Cc1nc2ccccc2[nH]1	0%	-5%	-18%	-3%	-2%	4%	-2%	27%
COc1ccc(-n2cnc3scc(-c4ccc(OC)c(OC)c4)c3c2=O)cc1	0%	2%	-1%	-6%	?	7%	.	?
COc1ccc(CNC(=O)Cn2cncn2)cc1OC	-1%	7%	3%	1%	8%	5%	-3%	8%[9.22 µM]
CN(c1ccccc1)S(=O)(=O)c1cccc(NS(=O)(=O)c2ccc(/C=C/C(=O)O)cc2)c1	-5%	3%	-1%	2%	-6%	-5%	13%	-19%[46 µM]

Exported with two lines to a compound: entries from further up.
Every second line gives: TexasRed fluor | KDM4E inh | TRb SRC2 PPI | RECQ1 inh | ALDH1A1 block | RGS12 GoLoco inh | SMN2 splice up | LMNA splice mod
> O=C(NC1CCCC1)c1cnn2c(C(F)(F)F)cc(-c3ccc4c(c3)OCO4)nc12
→ -3% | 3% | 5% | i | -3% | 1% | -3% | -1%
> CCOc1ccc(N2C(=O)/C(=C/c3ccccc3)N=C2SC)cc1
→ -1% | ? | -4% | -10% | 2% | 16% | -11% | .

Additional compounds
SMILES	TexasRed fluor	KDM4E inh	TRb SRC2 PPI	RECQ1 inh	ALDH1A1 block	RGS12 GoLoco inh	SMN2 splice up	LMNA splice mod
O=C1CCc2cc(S(=O)(=O)N3CCN(c4cccc(Cl)c4)CC3)ccc2N1	-2%	4%	-10%	i	14%	1%	-3%	1%
Cc1cccc(OCC(=O)N/N=C\c2cc3c(cc2[N+](=O)[O-])OCO3)c1C	-2%	6%	3%	i	7.9µM*	6%	-15%	0%
COc1ccc(C2C(C(=O)NC(C)C)c3ccccc3C(=O)N2C)cc1OC (stereo not drawn)	-4%	2%	5%	i	-14%	.	.	5%
O=C(Nc1ccccc1)N1CCC2(CC1)CCN(C(=O)c1cccc(F)c1)CC2	.	.	.	i	2%	5%	-14%	.
O=C(O)c1cc([N+](=O)[O-])ccc1NCc1ccccc1Cl	-7%	-13%	3%	-2%	0%	0%	.	.
CC(C)NC(=O)C(C)n1cccc1C(=O)c1ccccc1 (stereo not drawn)	0%	10%	-8%	-9%	9%	-5%	-14%	8%
COc1cccc(NC(=O)Cn2c(=O)n(-c3ccccc3)c(=O)c3sccc32)c1	-1%	1%	2%	-14%	-12%	1%	-44%[inhibitor]	.
CCCCCCCCCCCCCCCCCCOC[C@H](COP(=O)([O-])OCC[N+](C)(C)C)OC	-1%&-2%&0%	-9%&-1%	-14%&-4%&-7%	-3%&-1%	4%&1%&-3%	5%&9%&1%	-8%&8%&6%	?
O=S(=O)(Nc1cccc2cn[nH]c12)c1ccc(F)cc1	-3%	2%	-3%	6%	9%	-2%	-16%	-27%
Cn1cnnc1SCC(=O)N1CCC(Cc2ccccc2)CC1	-2%	6%	6%	-4%	6%	-1%	2%	-3%
Cc1ccccc1-c1nc(CS(=O)(=O)CC(=O)NCCCN2CCCC2)c(C)o1	4%	?	-18%	-13%	0%	6%	-2%	-6%
Cn1c(=O)c2c(nc(SCC(=O)O)n2Cc2cccc(C(F)(F)F)c2)n(C)c1=O	-8%	5%	-8%	-11%	-2%	-2%	-12%	9%
Cn1c(=O)c2cn3c(c2n(C)c1=O)C(c1ccccc1)CC(c1ccccc1)=N3 (stereo not drawn)	1%	-2%	-1%	-3%	?	36%[activator]	0%	-8%
O=[N+]([O-])c1ccc(N2CCN(C(=S)NC3CCCCC3)CC2)cc1	-4%	-3%	-5%	i	5µM*	-5%	.	14%
